Bioassay records deposited in PubChem BioAssay by several laboratories.
Rad51 HR inh: Rad51 (human) homologous recombination inhibition; AID 1385; Q06609; hit rate 0.085% among 200,000; hRad51 DNA strand exchange, fluorescence dequenching; inhibition, % at 10 µM;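 active = inhibition above 40% at the single screening dose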;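 also: 0% = DMSO control wells and 100% = blanks with heterologous ssDNA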
Target sequence (Q06609 whole entry, looked up): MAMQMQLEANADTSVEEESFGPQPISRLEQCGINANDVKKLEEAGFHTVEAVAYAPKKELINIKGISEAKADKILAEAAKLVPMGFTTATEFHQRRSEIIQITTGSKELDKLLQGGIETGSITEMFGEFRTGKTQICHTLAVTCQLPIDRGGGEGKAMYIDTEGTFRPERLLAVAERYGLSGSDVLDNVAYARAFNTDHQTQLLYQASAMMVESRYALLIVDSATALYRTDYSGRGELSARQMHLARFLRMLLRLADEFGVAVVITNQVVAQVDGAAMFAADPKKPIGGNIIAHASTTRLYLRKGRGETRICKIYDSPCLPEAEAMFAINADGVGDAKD
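System: human Rad51 nucleoprotein filaments preassembled on unlabelled ssDNA. Reagent: labelled 47-mer dsDNA for strand exchange. Schedule: 30-min compound preincubation and 15-min exchange, both room temperature. Measured by: FRET fluorescence dequenching, excitation 485 nm, emission 520 nm. Read-out: Fluorescence-based percent inhibition, control- and blank-normalised. Benchmarks: plate controls and plate blanks.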
Furin inh: inhibitors of human furin | purified furin, fluorogenic substrate cleavage | AID 463115 | inhibition, % at 30 µM | hit rate 0.061% among 220,000 | P09958; in the data active = inhibition above about 25%; also: inactives centre near -15
FXIIa inh: blocks human coagulation factor XIIa protease activity | P00748 | purified FXIIa, Boc-QGR-AMC fluorogenic substrate, 2 h | inhibition, % at 5 µM | hit rate 0.3% among 220,000 | AID 800; in the data active = inhibition above about 40%;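 also: 0% = enzyme with no compound and 100% = blank without enzyme; many of its hits are not listed in these tables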
Target sequence (P00748 20-372 limits assumed): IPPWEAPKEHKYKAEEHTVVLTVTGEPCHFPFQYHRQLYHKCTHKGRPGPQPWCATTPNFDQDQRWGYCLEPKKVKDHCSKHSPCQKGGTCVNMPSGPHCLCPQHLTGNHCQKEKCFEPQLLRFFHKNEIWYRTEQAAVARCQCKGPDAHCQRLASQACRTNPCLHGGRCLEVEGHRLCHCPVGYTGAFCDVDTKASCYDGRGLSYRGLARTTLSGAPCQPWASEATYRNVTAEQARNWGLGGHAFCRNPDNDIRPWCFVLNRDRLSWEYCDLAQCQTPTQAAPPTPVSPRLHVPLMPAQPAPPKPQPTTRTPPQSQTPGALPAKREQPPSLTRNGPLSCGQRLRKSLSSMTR
Target sequence (P00748 373-615 limits assumed): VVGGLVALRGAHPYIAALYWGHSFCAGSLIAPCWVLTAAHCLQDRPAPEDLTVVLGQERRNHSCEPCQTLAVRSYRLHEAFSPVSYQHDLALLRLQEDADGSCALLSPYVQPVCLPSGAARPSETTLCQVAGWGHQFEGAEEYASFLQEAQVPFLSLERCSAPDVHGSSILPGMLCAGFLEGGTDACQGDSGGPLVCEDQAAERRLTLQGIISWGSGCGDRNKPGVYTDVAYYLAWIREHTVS
KLK5 inh: kallikrein 5 (human) inhibition | recombinant hK5, fluorogenic AMC substrate cleavage | inhibition, % at 5 µM | hit rate 0.59% among 210,000;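 active = inhibition of 40% or more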;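 also: 0% = enzyme controls without compound and 100% = no-enzyme blanks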
Thrombin inh: blocks human thrombin protease activity; P00734; alpha-thrombin, Boc-VPR-AMC fluorogenic substrate cleavage; inhibition, % at 5 µM; hit rate 0.26% among 220,000; AID 1046;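 active = inhibition at or above 40%; inactive = inhibition below 40%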;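 also: 0% = enzyme with no compound and 100% = wells without enzyme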
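System: human alpha-thrombin protein; Compound dosing: one concentration per compound, 5 µM, with 0.2% DMSO; Timing: reaction at room temperature; Technique: AMC fluorescence, 355/460 nm; Controls: enzyme without compound as high, wells lacking enzyme as low.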
KCC2 mod: modulates chloride dependent transport by human KCC2. Q9H2X9. KCC2 cells, thallium flux FluoZin-2 fluorescence. B-score of Tl+ flux slope (higher = more flux/activation; lower = inhibition) at 10 µM. hit rate 2.2% among 190,000. AID 1456;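 active = thallium flux slope and its plate-corrected score both differing from the plate sample mean at a set confidence after two filtering rounds, in either direction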;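 also: slope of fluorescence scaled to starting intensity during 10 to 20 s after thallium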
PERK inh: blocks human PERK kinase; Q9NZJ5; CHO PERK-DD fusion, SEAP luminescence translation reporter; inhibition, % at 5.6 µM; hit rate 0.17% among 220,000;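 active = inhibition above the mean inhibition of all tested compounds plus 3 SD, set separately per screening campaign, cut at about 2.9% in these data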;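 also: PERK kinase domain activated by AP20187 dimerizer at 100 nM; 0% = DMSO with dimerizer and 100% = rapamycin at 8.4 µM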
FXIa inh: blocks human coagulation factor XIa protease activity | P03951 | purified FXIa, Boc-Glu-Ala-Arg-AMC fluorogenic substrate | inhibition, % at 5 µM | hit rate 0.14% among 220,000 | AID 798;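 active = inhibition of at least 40%; inactive = inhibition below 40%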;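 also: fluorescence of freed AMC excited at 355 nm; 0% = enzyme without compound and 100% = no enzyme blank; many of its hits are not listed in these tables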
Calpain2 inh: inhibitors of pig calpain II; inhibition, % at 16 µM; purified calpain II, fluorogenic peptide substrate, 30 min; hit rate 0.37% among 220,000;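 active = inhibition above about 50%, limit read from the data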
Starred values were filed as active, the others as inactive; / = not tested or not shown; [ ] = dose if it differs, or a comment.

SMILES	Rad51 HR inh	Furin inh	FXIIa inh	KLK5 inh	Thrombin inh	KCC2 mod	PERK inh	FXIa inh	Calpain2 inh
CCOc1cc(NC(=S)Nc2cccc(C)c2)c(OCC)cc1NC(=O)CC(C)C	2	-21[20 µM]	15	5	4	/	0.9	22	8
CCOc1cc(C(=O)OCC(=O)Nc2ccc(SC(F)F)cc2)cc(OCC)c1OCC	-26	-16	10	-8	-4	0.73	1.1	3	15
N/C(=N\OC(=O)c1cccnc1)c1ccc(Cl)cc1Cl	8	-23	7	5	-5	-1.7	-0.3	-1	-1
O=C(NCc1ccco1)c1ccc(COCC(F)(F)F)cc1	1	-22[20 µM]	2	6	-7	-1.5	1.6	-13	-3
COc1ccc(NS(=O)(=O)c2cccc(C(=O)N/N=C/c3ccccn3)c2)cc1	11	-11	3	-9	-1	-0.78	0.1	-2	-11
O=C1c2cccc([N+](=O)[O-])c2C(=O)N1c1ccccc1	19	-8	5	-10	-3	1.4	0.4	-2	26
Cc1c(NC(=O)c2ccc(-c3ccccc3)cc2)cccc1C(=O)O	/	-17	7	2	-5	-1	0.7	1	6
CCCCCn1c(S(=O)(=O)O)nc2ccccc21	-6	-17	4	2	-5	-0.42	-0.3	-8	6
COc1ccc(CNC(=O)C(=O)NC2CCC(C)CC2)cc1 (stereo not drawn)	/	-26	4	/	-3	0.48	1.8	0	28
COc1ccccc1S(=O)Cc1ccc(C(=O)O)o1 (stereo not drawn)	-1	-30	5	-6	3	0.51	0.1	5	17
O=C(NC(CSSCC(NC(=O)c1ccccc1)C(=O)O)C(=O)O)c1ccccc1 (stereo not drawn)	4	-33	7	0	-4	-0.11	1.2	5	-16
COc1ccc(-n2nc3c(c2NC(=O)c2cc(Br)ccc2Cl)CS(=O)C3)cc1 (stereo not drawn)	3	-19	6	-24	-11	0.55	-0.6	-3	-35
COc1ccc(C(C)=O)cc1CSc1nc2ccccc2o1	3	-11[20 µM]	9	-23	0	-0.67	-0.3	-19	8
COc1ccc(C(=O)CC2SC(N)=NC2=O)cc1 (stereo not drawn)	-2	-31	14	4	3	-0.66	1.2	1	-18
Cn1c(=O)[nH]c(=O)c2c1nc(Br)n2C/C=N/NC(N)=S	-7	1	3	-3	-4	0.0098	-0.1	-1	-5
COc1ccc(C2CC(c3ccc(OC)cc3)n3nc(NC(=O)c4ccco4)nc3N2)cc1 (stereo not drawn)	2	-29	3	-19	7	-0.85	-0.2	-2	-28
CC(C)C[C@@H]1NC(=O)[C@H](C(C)C)NC(=O)c2cc([N+](=O)[O-])cc(I)c2NCC[C@@H](C(N)=O)NC1=O	7	-9	8	-2	2	0.57	0.8	4	-67
COc1ccc(CCNC(=O)/C=C/C(=O)O)cc1	-7	-8	8	-2	/	0.24	0.8	2	-10
CCCN(CCC)C(=O)CC(c1ccccc1)c1ccco1 (stereo not drawn)	-20	-13	3	-6	-6	-1.2	-0.2	3	23
CCOCCn1c(SCC(=O)OCc2ccccc2)nc2c1c(=O)[nH]c(=O)n2C	-2	-34	4	-1	-7	-0.15	/	1	-12
COc1ccccc1/C=C/C=N/N1CCN(Cc2ccccc2)CC1	26	-4	9	-7	-4	-0.81	0.0	5	32
CCCNCc1cc(OC)c(OCCC)cc1Cl	-6	-26[20 µM]	14	-10	1	0.17	0.1	8	-12
Cc1cnc(NC(=O)CN(C)S(=O)(=O)c2ccc(Cl)cc2)s1	-3	-14	9	-21	3	0.47	-0.6	-2	10
CC(=O)CS(=O)(=O)c1ccc(Oc2ccc(S(=O)(=O)CC(C)=O)cc2)cc1	17	-19[20 µM]	1	1	-2	/	1.2	-3	-21
Cn1c(-c2ccc3ccccc3n2)nc2cnccc21	12	-16	6	-14	-1	-0.57	-0.2	-2	-39
O=C(NC1CC2CCCC(C1)N2C(=O)NC1CCCCC1)c1ccccc1 (stereo not drawn)	2	-12	7	3	-2	0.3	-1.4	0	-19
O=C(Cn1cc([N+](=O)[O-])cn1)N1N=C(C(F)F)CC1(O)C(F)F (stereo not drawn)	-2	-20[20 µM]	34	-1	3	0.96	0.3	23	-6
CCOC(=O)C1=C(c2ccccc2)Nc2ncnn2C1c1cccc(OC)c1OC (stereo not drawn)	10	-22[20 µM]	9	4	0	-0.087	-1.1	6	0
COc1ccc(/C=C/C(=O)Oc2cccc(/C=N/NC(=O)c3cccc(F)c3)c2)cc1	-6	-14[20 µM]	16	-4	3	0.37	0.7	6	26
COc1ccc(OC)c(NC(=O)Cn2cc(C#N)c3ccccc32)c1	-11	-10[20 µM]	5	-10	4	-0.45	-0.4	3	-34
COc1ccc(NC(=O)CSc2nnc(-c3ccccc3)n2Cc2ccco2)cc1OC	-4	-10[20 µM]	4	-2	-3	0.47	-0.6	1	3
COc1ccc(-n2c(C)cc(C(=O)CN3C(=O)NC4(CCc5ccccc54)C3=O)c2C)cc1 (stereo not drawn)	5	-18	20	-21	-4	-0.015	0.5	23	29
O=C(CN1C(=O)COc2ccccc21)N(Cc1ccccc1)Cc1ccccn1	4	-28	13	-3	2	-0.97	-0.7	-1	-10
COc1ccc(NC(=O)C2CCCCN2S(=O)(=O)c2ccc(F)cc2)cc1 (stereo not drawn)	8	-18	18	53*	18	0.12	0.0	4	19
Cc1cccc(C(=O)NC(=S)Nc2ccc(N3CCOCC3)cc2)c1	/	-21	3	-11	-8	2.6	0.5	1	0
COc1cccc(N2C(=O)C(CC(=O)Nc3ccccc3)N(C3CCCCC3)C2=O)c1 (stereo not drawn)	-1	-16	6	1	-8	-0.27	-1.2	-1	24
COc1cc(/C=C/c2noc(-c3ccccc3O)n2)cc(OC)c1OC	/	-45	17	2	2	0.04	0.9	5	-447
COc1ccc(C(=O)/C=C/C(=O)N(Cc2ccc3c(c2)OCO3)C(C(=O)NC2CCCCC2)c2ccncc2)c(O)c1 (stereo not drawn)	/	-17	12	-3	4	-0.48	-0.4	7	-40
Cc1ccccc1S(=O)(=O)c1c(C)cc(C)n(C(C)C)c1=O	-2	-21[20 µM]	13	2	5	0.49	0.3	-1	4
CCOC(=O)c1nc(Nc2ccc(N3CCC(C)CC3)cc2)c2ccccc2n1	/	1	6	-1	2	0.6	-0.1	1	-2

Four compounds out of the list above, ordered by their value in FXIa inh, smallest number first.
| molecule | FXIa inh |
| --- | --- |
| CC(=O)CS(=O)(=O)c1ccc(Oc2ccc(S(=O)(=O)CC(C)=O)cc2)cc1 | -3 |
| Cc1ccccc1S(=O)(=O)c1c(C)cc(C)n(C(C)C)c1=O | -1 |
| COc1ccc(NC(=O)CSc2nnc(-c3ccccc3)n2Cc2ccco2)cc1OC | 1 |
| COc1cc(/C=C/c2noc(-c3ccccc3O)n2)cc(OC)c1OC | 5 |

Next part.
SMILES	Rad51 HR inh	Furin inh	FXIIa inh	KLK5 inh	Thrombin inh	KCC2 mod	PERK inh	FXIa inh	Calpain2 inh
O=C(CSCc1ccccc1Cl)NN1C(=O)c2ccccc2C1=O	0	-14[20 µM]	25	-10	2	/	0.4	5	-1
O=C(Nc1nc2ccc(S(=O)(=O)N3CCCC3)cc2s1)C1CCCO1 (stereo not drawn)	-2	-21[20 µM]	19	-9	2	0.67	-0.7	4	-21
CCCCN(CC)CCNC(=O)c1[nH]c(C)c(C(C)=O)c1C	7	-14[20 µM]	15	-8	5	/	0.0	2	6
COc1ccc(-c2cc(C(F)(F)F)n3nc(C(=O)NCc4ccco4)cc3n2)cc1	3	-19	-8	-107	-6	/	-0.8	-11	-188
Cn1nc(-c2ccccc2)c(-c2nc(-c3cccc(Cl)c3)no2)c1Cl	-11	-12[20 µM]	16	3	4	0.62	1.1	6	-36
COc1ccccc1CNC(=O)CN1CCC(NC(=O)c2ccccc2F)CC1	7	-9[20 µM]	3	-9	5	1.3	-1.5	2	1
[O-]/[N+](=C/c1cccnc1)c1ccc(Br)cc1	1	-25	12	6	0	0.51	0.3	-8	-19
CCOc1ccc(NC(=O)CN2C(=O)C3CC=CCC3C2=O)cc1 (stereo not drawn)	0	-13[20 µM]	-5	-11	4	-0.0031	0.8	0	9
CCOC(=O)NC1(NC2CCCCC2)Oc2ccccc2O1	8	-12	-14	3	-5	1.1	0.3	-8	13
COc1cc(-n2c(C)nc3cc(C(=O)NCCN4CCOCC4)ccc32)cc(OC)c1OC	2	-16	11	-16	4	0.64	0.4	11	-12
CCOC(=O)c1csc(NC(=O)CSc2nnnn2-c2cccc(OC)c2)n1	-1	-15[20 µM]	8	-5	1	-0.7	0.8	6	-10
Cc1csc2c(N(C)CCO)ncnc12	0	-10	13	5	21	-0.5	-1.7	6	6
O=C(CSc1cccc[n+]1[O-])NCCCc1ccccc1	9	-17	5	0	-6	0.059	2.0	-3	10
Cc1ccc(NC(=O)COC(=O)COc2ccc(Cl)cc2C)c([N+](=O)[O-])c1	-34	-36	14	6	-1	-0.19	1.4	24	6
Cc1cc(C)c(NC(=O)Cn2nnc(C(=O)NCc3cccs3)c2N)c(C)c1	-14	-18[20 µM]	16	5	1	-0.53	0.3	2	11
COc1ccc(/C=C/C(=O)OCC(=O)Nc2cccc(Oc3ccccc3)c2)c(OC)c1	/	-10	10	-12	-2	-0.16	-0.3	6	10
Cn1ccnc1SCC(=O)c1ccc([N+](=O)[O-])cc1	-3	-16	2	-6	-6	1.4	0.4	-2	-1
C=CCn1c(N2CCCCCC2)nc2c1c(=O)n(C)c(=O)n2C	-3	-19[20 µM]	5	-4	-1	/	0.0	-2	-12
CCN(CC)CCN(Cc1cc2cc(C)c(C)cc2[nH]c1=O)C(=S)NCc1ccco1	19	-30	3	3	-9	-0.63	0.6	-4	-40
CCCCNc1nc2c(c(=O)n(C)c(=O)n2C)n1Cc1cccc(OC)c1	6	-15[20 µM]	17	4	7	-0.99	-1.5	7	-10

KLK5 inh: entries above that show a hit.
SMILES	Furin inh	FXIIa inh	KLK5 inh	Thrombin inh	KCC2 mod	PERK inh	FXIa inh	Calpain2 inh
COc1ccc(NC(=O)C2CCCCN2S(=O)(=O)c2ccc(F)cc2)cc1 (stereo not drawn)	-18	18	53*	18	0.12	0.0	4	19

Going on with the list:
SMILES	Rad51 HR inh	Furin inh	FXIIa inh	KLK5 inh	Thrombin inh	KCC2 mod	PERK inh	FXIa inh	Calpain2 inh
Cc1ccc(SCc2cc(=O)n3ccsc3n2)c(C)c1	4	-14	4	-9	0	0.66	1.0	7	-29
Cc1ccn2c(Nc3ccccc3C)c(-c3cccnc3)nc2c1	3	-16	5	0	-3	0.47	1.4	-2	21
CCOC(=O)NNS(=O)(=O)c1cc(Br)ccc1Br	13	-19	12	5	-2	-0.032	0.7	-3	-16
COc1cc(S(=O)(=O)NCCCN2CCOCC2)ccc1-n1cnnn1	/	-12	6	4	-5	0.12	-0.2	2	20
Cc1ccc(CSCC(=O)Nc2c(C)n(C)n(-c3ccccc3)c2=O)cc1	-1	-5	10	-21	-2	-0.28	0.1	-1	12
Cc1cc(Cl)ccc1C(=O)C1CCCN(C(=O)c2cc(C(C)C)no2)C1 (stereo not drawn)	0	-12	8	-4	-7	0.029	0.0	-6	6
COc1cc(C(=O)Nc2nc3ccc(S(C)(=O)=O)cc3s2)cc(OC)c1C	/	-16	3	1	-9	0.38	-1.0	2	-7
CCc1ccc(CN(C)C(=O)CCc2nnc(CCc3ccccc3OC)o2)nc1	-7	-11	7	3	-7	-0.035	-0.2	-1	6
Cn1c(C(=O)NCCc2ccccc2)cc(=O)n(C)c1=O	-7	-8	3	-10	3	-1	0.9	4	12
Oc1cccnc1CCc1ccccc1	1	-28	5	1	-6	-0.44	1.1	-3	-42
CCOC(=O)CSc1nc2cc3c(cc2cc1C#N)OCCO3	0	-10	7	13	-3	/	0.1	1	-16

Only part of the results is shown; rates above refer to the full screens.
